GRIN3A LBD mod: modulates the human NR3A ligand-binding domain; NR3A LBD differential scanning fluorimetry, Tm shift; 0% = protein alone, 100% = glycine-bound protein; Tm shift relative to glycine control, % at 25 µM; hit rate 2.5% among 340,000; AID 1259313;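 active means melting temperature shift of at least 10% of the positive control shift, at one fixed dose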
XBP1 UPR activ: adaptive UPR (XBP1) activation. CHO-XBP1 luciferase reporter, IRE1-XBP1 UPR activation, luminescence; percent of tunicamycin response, DMSO as zero. activation, % at 20 µM. AID 463104. hit rate 0.33% among 330,000;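 active means versus positive control, 20 µM dose yields 30% or more activation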;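 further: 100% = tunicamycin at 10 µg/mL and 0% = DMSO only wells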
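Material: CHO cell line with stable XBP1 luciferase reporter; schedule: 16-18 h cell attachment at 37 °C, then 6 h compound exposure; signal: glow luminescence from Steady-Glo reagent; medium: serum-containing F12 medium, 10% FBS; benchmarks: tunicamycin 10 µg/mL and vehicle-only wells; read-out: percent activation relative to tunicamycin reference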
tim10-1 inh: inhibits growth of tim10-1 mutant yeast; S. cerevisiae tim10-1 ts strain growth, BacTiter-Glo, 24 h; inhibition, % at 20 µM; hit rate 2.2% among 330,000; AID 463190;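 active means inhibition of at least 40%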;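 further: mutant grown at 25 °C; 0% = DMSO wells with yeast and 100% = wells holding no yeast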
NLRP3 yeast inh: NALP3 inhibition in yeast; Yeast reconstituted NLRP3/ASC/caspase-1, beta-gal luminescence, 24 h; inhibition, % at 10 µM; hit rate 0.39% among 330,000;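 active means inhibition of 50% or more; inactive means inhibition below 50%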;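 further: plate controls were induced DMSO wells for no effect and uninduced yeast grown without galactose for full effect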
CHOP UPR activ: activators of apoptotic arm of unfolded protein response (CHOP); CHO-CHOP luciferase reporter, UPR activation, luminescence; percent of tunicamycin response over DMSO baseline; activation, % at 10 µM; hit rate 0.34% among 330,000; AID 449763;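 active means at 10 µM dose, activation of 40% or more, normalized to positive control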;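 further: 100% = tunicamycin at 10 µg/mL and 0% = DMSO alone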
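Assay system: CHO-CHOP cells, stable luciferase reporter of PERK-eIF2a-CHOP signalling / Buffer or medium: F12 plus 10% serum / Compound dosing: one dose, 10 µM in 0.5% DMSO / Times: 6 h compound treatment, 37 °C / Technique: luciferase luminescence / Read-out: % reporter activation, DMSO baseline versus tunicamycin full activation / Benchmarks: tunicamycin and DMSO controls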
Mdm2-MdmX inh: inhibitors of human Mdm2/MdmX interaction; O15151+Q00987; SaOS-2 split-luciferase Mdm2/MdmX complementation, luminescence; inhibition, % at 8 µM; hit rate 3% among 330,000;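 active means inhibition of at least 50% at 8 µM in the primary screen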
Target sequence (O15151 whole entry, looked up): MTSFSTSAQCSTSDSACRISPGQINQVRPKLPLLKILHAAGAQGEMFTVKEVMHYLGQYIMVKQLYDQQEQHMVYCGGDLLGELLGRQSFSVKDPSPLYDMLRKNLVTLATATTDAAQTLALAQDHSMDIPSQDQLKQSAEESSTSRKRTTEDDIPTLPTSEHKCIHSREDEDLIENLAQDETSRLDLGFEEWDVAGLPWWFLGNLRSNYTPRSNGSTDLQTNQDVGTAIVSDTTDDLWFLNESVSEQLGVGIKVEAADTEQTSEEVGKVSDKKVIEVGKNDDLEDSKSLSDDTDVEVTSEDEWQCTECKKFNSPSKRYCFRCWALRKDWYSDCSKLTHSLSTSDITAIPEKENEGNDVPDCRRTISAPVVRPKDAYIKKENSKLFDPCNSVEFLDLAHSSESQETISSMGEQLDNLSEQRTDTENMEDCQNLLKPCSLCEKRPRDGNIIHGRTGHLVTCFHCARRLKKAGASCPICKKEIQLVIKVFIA
Target sequence (Q00987 whole entry, looked up): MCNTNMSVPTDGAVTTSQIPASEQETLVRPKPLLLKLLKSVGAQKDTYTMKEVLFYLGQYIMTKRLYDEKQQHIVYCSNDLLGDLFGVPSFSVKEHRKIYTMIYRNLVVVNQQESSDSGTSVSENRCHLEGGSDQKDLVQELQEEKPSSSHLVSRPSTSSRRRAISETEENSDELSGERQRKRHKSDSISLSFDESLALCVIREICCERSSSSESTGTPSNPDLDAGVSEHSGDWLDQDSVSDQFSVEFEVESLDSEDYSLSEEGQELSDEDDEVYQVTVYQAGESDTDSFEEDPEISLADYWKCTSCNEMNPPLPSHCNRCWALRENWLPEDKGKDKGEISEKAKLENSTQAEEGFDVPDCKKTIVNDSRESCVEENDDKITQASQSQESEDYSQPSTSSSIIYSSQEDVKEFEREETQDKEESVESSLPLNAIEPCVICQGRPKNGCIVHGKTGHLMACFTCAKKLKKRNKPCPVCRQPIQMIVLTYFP
APJ agonist: agonists of human APJ apelin receptor | CHO-K1 APJ PathHunter beta-arrestin, luminescence; 0% DMSO wells, 100% apelin | hit rate 0.11% among 330,000 | P35414 | AID 2520 | activation, % at 20 µM;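 active means activation more than six SD over the plate average, tested at 20 µM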;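 further: 0% = DMSO alone and 100% = apelin-13 at 10 nM; some results filed as inactive read as strong as hits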
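Incubation: overnight seeding, 90 min compound at 25 °C, 1 h detection; test system: PathHunter CHO-K1 APJ (AGTRL-1) beta-arrestin reporter cells; amount: 1000 cells/well; doses: one dose, 20 µM compound, 1% DMSO; measured by: beta-gal luminescence; measure: agonist-driven arrestin binding to APJ; benchmarks: negative DMSO alone, positive Apelin-13 at 10 nM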
tim23-1 inh: tim23-1 yeast growth inhibition | S. cerevisiae tim23-1 growth, BacTiter-Glo luminescence, 24 h | inhibition, % at 20 µM | hit rate 1.3% among 330,000;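 active means growth inhibition of the mutant yeast at or above 50%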;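 further: temperature-sensitive mutant grown at 25 °C; plate controls were DMSO-treated mutant yeast for no effect and medium wells lacking yeast for full effect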
TIM10 inh: growth inhibitors of TIM10 yeast strain. inhibition, % at 10 µM. S. cerevisiae TIM10 strain growth, BacTiter-Glo luminescence, 24 h. hit rate 1.4% among 330,000;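 active means inhibition of 40% or more at the single tested concentration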;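 further: wild-type TIM10 isogenic control strain grown at permissive 25 °C; 0% = DMSO yeast wells and 100% = minimal medium wells without yeast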
* = called active by the depositor; . = not tested or not shown. Compounds as they come (roughly 8.2% active in at least one column).

SMILES	GRIN3A LBD mod	XBP1 UPR activ	tim10-1 inh	NLRP3 yeast inh	CHOP UPR activ	Mdm2-MdmX inh	APJ agonist	tim23-1 inh	TIM10 inh
Cc1ccc(N(CC(=O)NC2CCCCC2)C(=O)Cn2nnc(-c3ccc(C)o3)n2)cc1	-2	-2	16	-1	0.1	-2	-1	9	5
COc1ccc(CNC(=O)CN(C(=O)CCC(=O)Nc2nccs2)c2ccc3c(c2)OCO3)cc1	-3	3	14	17	2.1	4	-1	13	-3
CCC(C)NC(=O)NC1C(NC(=O)NC(C)CC)N(C)C(=O)N1C (stereo unspecified)	1	0	-3	8	1.2	-10	-4	15	7
Cc1cc(NC(=O)C(C)Sc2nnc(NCc3ccco3)s2)no1 (stereo unspecified)	1	0	-8	5	-0.8	14	-3	-7	-8
CC(=O)CSc1nnc(-c2ccncc2)n1C	-1	-2	11	2	0.5	4	2	2	2
COc1ccc(Cl)cc1NC(=O)CSc1nncn1-c1cccnc1	1	-1	23	7	-0.6	28	-3	21	12
CC(C)C(=O)Nc1ccc2c(c1)oc1ccccc12	-9	-1	8	57*	3.2	-246	10	22	36
CCc1ccccc1NC(=O)CCC(=O)Nc1nnc(C(C)C)s1	0	-5	-8	-3	2.3	6	0	5	30
Nc1[nH]n(-c2ccccc2)c(=O)c1N=Nc1ccc2c(c1)OCO2	11*	-2	-22	12	3.2	-169	-7	0	-7
CCN(CC)CCNC(=O)c1ccc(N2CCCCC2)c(NS(=O)(=O)c2ccc(C)cc2)c1	4	0	22	13	-1.6	27	-1	25	5
c1coc(-c2nnc(-c3ccco3)nn2)c1	-2	-2	1	-6	7.1	9	-2	9	0
COc1ccc(CN(C(=O)COc2ccccc2)c2ccccc2C(=O)O)cc1	2	-1	0	9	-2.3	-3	-5	19	-1
CCOc1ccccc1C1NC(=O)NC(C)=C1C(=O)OC1CCCCC1 (stereo unspecified)	-1	-2	21	12	0.8	0	2	20	28
C=C1/C=C(\C)[C@](C)(O)C[C@H](O)CC(=O)[C@H](O)[C@@H](O)[C@H](C)C[C@H](C)OC(=O)/C(C)=C/CC/C=C/[C@@H]2O[C@H]2C[C@H](C)C1	.	9	-33	83*	20	97*	6	4	32
C=CCNC(=O)CSc1nc2sc(C)c(C)c2c(=O)[nH]1	-1	-3	-7	10	-0.2	7	-2	7	3
Cc1ccc(C(=O)O)cc1NC(=O)c1ccc2c(c1)C(=O)N(c1ccc([N+](=O)[O-])cc1)C2=O	2	0	3	14	0.3	21	1	-3	8
Cc1cccc(OCCCC(=O)NNC(=O)c2ccccn2)c1	1	-1	21	18	-2.4	64*	-1	4	3
CCOc1cccc(CN2CCC(Oc3ccc(C(=O)N4CCCC4)cc3)CC2)c1	-2	-6	4	17	2.0	23	-5	0	-8
COc1ccc(-n2c(SCC(=O)Nc3cc(C)on3)nc3c([nH]c4ccccc43)c2=O)cc1	1	7	-18	5	1.2	28	1	-19	-16
CCC(C)N(C(=O)COc1ccccc1C(=O)NCc1ccccc1)C1CCS(=O)(=O)C1 (stereo unspecified)	-1	-2	-4	-4	-0.5	18	-8	-1	8
N/C(=N\O)C1COc2ccccc2O1 (stereo unspecified)	1	-1	6	0	-1.8	-18	-4	-9	5
CCOc1ccc(CCNC(=O)CN2C(=O)COc3ccc(S(=O)(=O)N4CCOCC4)cc32)cc1	2	-2	1	11	-0.4	17	1	-6	-3
CCCNC(=O)C1CCN(S(=O)(=O)c2ccc3nc4c(c(C(=O)O)c3c2)CCCCC4)CC1	3	2	10	0	-1.6	-25	-1	12	8
CCC(C)C(=O)Nc1nnc(SCC(=O)Nc2ccc(F)cc2)s1 (stereo unspecified)	1	-2	-23	21	-0.8	9	-5	25	-6
COc1ccccc1-c1nnc(SC)n1C	-1	4	-13	13	0.8	-13	2	26	3
O=C1CCC(=O)N1c1ccccc1-c1ccccc1	0	3	-4	-3	-0.3	-2	-1	8	-2
Cc1ccc(C(=O)NC(=S)Nc2cc(-c3nc4ccccc4s3)ccc2C)cc1	2	2	3	11	1.5	48	-4	2	9
COc1ccccc1NC(=O)COC(=O)CNC(=O)c1ccc(OC)c(OC)c1	-2	-1	2	-5	-0.5	-8	-8	5	5
CCN1CCN(C(=O)c2ccccc2N(Cc2ccccc2)S(=O)(=O)c2ccc(OC)cc2)CC1	-1	-1	12	13	2.2	12	-3	19	-2
CCc1ccc(/C=N/NC(=O)Cc2cccn2C)cc1	0	0	-7	18	5.7	11	-6	14	-7
Cc1cccc(NC(=S)NC(=O)Cc2ccccc2)c1C	2	0	7	18	0.2	15	-2	42	10
COc1ccc(C2(O)CCN(C(=O)Cc3cccnc3)CC2)cc1	1	-1	6	11	-1.0	-8	0	12	-2
Cc1ccc(C(=O)N2CCCCCC2)cc1S(=O)(=O)Nc1ccccc1	1	-7	-2	7	3.5	25	5	13	3
O=C(CSc1nnc(-c2cccc(S(=O)(=O)N3CCOCC3)c2)n1C1CCCCCC1)NCc1ccccc1	-1	0	11	-3	0.2	6	-2	-4	17
CC1CCCCN1Cc1ccc(-c2nn[nH]n2)cc1 (stereo unspecified)	0	0	13	8	-0.8	0	3	5	-2
COc1cc(CCC(=O)OCC(N)=O)cc(OC)c1OC	1	-1	-5	-1	0.1	12	3	-6	2
O=C(NCC(=O)N1CCN(c2ccccc2)CC1)c1cccs1	-1	3	-12	8	0.7	26	-5	2	-11
CSc1ccc(S(=O)(=O)NCCSc2ccccn2)cc1	3	-2	-4	20	-1.2	-15	1	28	7
CNC(=O)CN1C(=O)c2cccc3cccc1c23	1	-3	-14	-4	-1.8	24	-3	0	-3
Cc1ccccc1NC(=S)NCCSc1ccc(Cl)cc1	-4	-2	47*	23	0.4	18	-7	30	25

Taken from above:
APJ agonist result of COc1ccc(C2(O)CCN(C(=O)Cc3cccnc3)CC2)cc1 = 0
APJ agonist result of Cc1ccc(C(=O)N2CCCCCC2)cc1S(=O)(=O)Nc1ccccc1 = 5
NLRP3 yeast inh result of CNC(=O)CN1C(=O)c2cccc3cccc1c23 = -4
tim23-1 inh result of COc1cc(CCC(=O)OCC(N)=O)cc(OC)c1OC = -6
CHOP UPR activ result of Cc1ccccc1NC(=S)NCCSc1ccc(Cl)cc1 = 0.4
Mdm2-MdmX inh result of O=C(CSc1nnc(-c2cccc(S(=O)(=O)N3CCOCC3)c2)n1C1CCCCCC1)NCc1ccccc1 = 6

Going on with the list:
SMILES	GRIN3A LBD mod	XBP1 UPR activ	tim10-1 inh	NLRP3 yeast inh	CHOP UPR activ	Mdm2-MdmX inh	APJ agonist	tim23-1 inh	TIM10 inh
CC(=O)OCC(=O)Nc1ccc(Cl)cc1Cl	-2	-7	-6	18	0.3	20	-3	2	-10
CN(C)c1ccnc(-n2cccc2/C=N/O)c1C#N	1	0	2	-6	1.1	-17	0	12	-10
CCNC(=O)c1cnn(-c2ccccc2)c1-c1ccccc1	2	3	18	15	1.5	3	-3	0	-7
CC(=O)c1cc(-c2ccccc2)n(CC(=O)N2CCCC2)c1C	1	1	20	11	0.0	15	-2	6	-13
CCOC(=O)/C(C#N)=C/c1c[nH]c2ccccc12	-7	7	12	20	4.0	-43	2	22	-14
COc1ccc(CC(=O)Nc2oc(-c3ccccc3)c(-c3ccccc3)c2C#N)cc1OC	-1	-2	-8	-3	-3.0	-5	-5	-10	-6
CCOC(=O)N1CCN(c2cc(=O)n(-c3ccc(C)cc3)c(=O)[nH]2)CC1	-2	-2	-14	16	0.5	10	-3	-6	-14
O=C(COC(=O)CCC(=O)c1cccs1)NCCc1ccccc1	6	1	18	10	0.6	26	0	12	2
N[C@@H](Cc1ccccc1)c1nnc(SC/C=C/c2ccccc2)o1	0	-2	33	19	-1.5	26	-1	35	11
O=C(NCCN1CCCCC1)Nc1cccc(Cl)c1Cl	-1	-2	2	12	2.2	0	-2	-11	1

Another view of four compounds above.
> CCNC(=O)c1cnn(-c2ccccc2)c1-c1ccccc1
  GRIN3A LBD mod: 2; XBP1 UPR activ: 3; tim10-1 inh: 18; NLRP3 yeast inh: 15; CHOP UPR activ: 1.5; Mdm2-MdmX inh: 3; APJ agonist: -3; tim23-1 inh: 0; TIM10 inh: -7
> CCOC(=O)N1CCN(c2cc(=O)n(-c3ccc(C)cc3)c(=O)[nH]2)CC1
  GRIN3A LBD mod: -2; XBP1 UPR activ: -2; tim10-1 inh: -14; NLRP3 yeast inh: 16; CHOP UPR activ: 0.5; Mdm2-MdmX inh: 10; APJ agonist: -3; tim23-1 inh: -6; TIM10 inh: -14
> O=C(COC(=O)CCC(=O)c1cccs1)NCCc1ccccc1
  GRIN3A LBD mod: 6; XBP1 UPR activ: 1; tim10-1 inh: 18; NLRP3 yeast inh: 10; CHOP UPR activ: 0.6; Mdm2-MdmX inh: 26; APJ agonist: 0; tim23-1 inh: 12; TIM10 inh: 2
> CC(=O)OCC(=O)Nc1ccc(Cl)cc1Cl
  GRIN3A LBD mod: -2; XBP1 UPR activ: -7; tim10-1 inh: -6; NLRP3 yeast inh: 18; CHOP UPR activ: 0.3; Mdm2-MdmX inh: 20; APJ agonist: -3; tim23-1 inh: 2; TIM10 inh: -10

Continued:
SMILES	GRIN3A LBD mod	XBP1 UPR activ	tim10-1 inh	NLRP3 yeast inh	CHOP UPR activ	Mdm2-MdmX inh	APJ agonist	tim23-1 inh	TIM10 inh
COc1ccc(OC)c(NC(=O)CSc2nncc3ccccc23)c1	0	-8	18	18	-1.2	21	1	9	8
O=S(=O)(Nc1cccc(-n2cnnn2)c1)c1cc(Br)ccc1Br	0	-3	22	-11	0.8	17	1	11	17
COC(=O)[C@@]1(C)[C@H]2C(=O)N(Cc3ccccc3)C(=O)[C@H]2[C@H]2CN=C(SC)N21	1	-1	1	.	2.0	-1	.	20	-13
Cc1ccc(/C=C2\OC(=O)c3ccccc32)cc1	-11	0	5	25	5.4	-223	-4	0	-5
Cc1cc(=O)oc2cc(OC(C)C(=O)NCc3ccccn3)ccc12 (stereo unspecified)	2	-5	-2	10	1.7	1	6	-9	-7
N#Cc1ncccc1CCc1cccc(Cl)c1	-1	1	14	23	2.4	-8	-3	29	21
COc1ccccc1N1CCN(C(=O)c2cc3cc(Br)ccc3oc2=O)CC1	5	-2	14	7	1.6	21	-3	10	-7
Cc1ccccc1-c1nnc(SCC(=O)N(C)C2CCS(=O)(=O)C2)n1C (stereo unspecified)	0	-2	-9	8	1.7	7	-3	-1	6

Sorted by number of heavy atoms (largest number first): three of the compounds above.
SMILES	GRIN3A LBD mod	XBP1 UPR activ	tim10-1 inh	NLRP3 yeast inh	CHOP UPR activ	Mdm2-MdmX inh	APJ agonist	tim23-1 inh	TIM10 inh
COC(=O)[C@@]1(C)[C@H]2C(=O)N(Cc3ccccc3)C(=O)[C@H]2[C@H]2CN=C(SC)N21	1	-1	1	.	2.0	-1	.	20	-13
Cc1cc(=O)oc2cc(OC(C)C(=O)NCc3ccccn3)ccc12 (stereo unspecified)	2	-5	-2	10	1.7	1	6	-9	-7
N#Cc1ncccc1CCc1cccc(Cl)c1	-1	1	14	23	2.4	-8	-3	29	21

Compound activity as filed in PubChem.
